# Source: PubChem
# NCI-60 one-dose screen, 48 h, at 10 µM unless noted. Numbers give growth in % (100 = growth as untreated, 0 = no growth, -100 = all killed).
# OVCAR-8 – OVCAR-8 ovarian cancer | hit rate 4.4% among 81,000 | AID 1794782
# OVCAR-5 – OVCAR-5 ovarian cancer; hit rate 2.9% among 82,000; AID 1794783
# NCI/ADR-RES – NCI/ADR-RES ovarian cells; hit rate 4.4% among 81,000; AID 1794790
# OVCAR-3 – OVCAR-3 ovarian cancer; AID 1794787; hit rate 7% among 79,000
# NCI-H23 – NCI-H23 lung cancer | hit rate 4% among 80,000
# NCI-H460 – NCI-H460 lung cancer; hit rate 6.8% among 82,000; AID 1794736
# NCI-H322M – NCI-H322M lung cancer. hit rate 2.7% among 80,000
# NCI-H226 – NCI-H226 lung cancer; AID 1794732; hit rate 3.5% among 79,000
# NCI-H522 – NCI-H522 lung cancer; hit rate 8% among 78,000
# * marks the source's active call; other numbers are inactive results; x = not tested or not shown; [ ] = remark or other dose. Rule for the calls: active = growth percent below 10; inactive = the rest.
# Start of the listing, in advance (13 entries):
SMILES,OVCAR-8,OVCAR-5,NCI/ADR-RES,OVCAR-3,NCI-H23,NCI-H460,NCI-H322M,NCI-H226,NCI-H522
CCOc1ccccc1[C@H]1C(C(=O)c2ccc(Cl)cc2)C2(N[C@@H]1c1ccccc1)C(=O)Nc1ccc(Cl)cc12 (some centres undefined),45,46,13,27,21,17,49,20,34
N#C/C(=C\n1ccc(=O)[nH]c1=S)C(=O)c1ccc2ccccc2c1,103,92,102,97,89,105,94,100,93
CCN(CC)CCOc1ccc(Nc2ncc3cc(-c4ccc(O)cc4)c(=O)n(C)c3n2)cc1,56,58,84,71,70,79,48,44,27
Cc1ccc(S(=O)(=O)NCC[C@@H]2C[C@H]2c2cc3ccccc3o2)cc1,99,122,95,102,89,104,104,105,84
CSc1nc2ncncc2[nH]1,104,94,106,109,101,110,102,93,101
COc1cc2c(c(OC)c1)C1c3cc(OC)ccc3NC(=O)N1CC2 (centres undefined),95,94,52,82,93,79,102,99,38
N#Cc1c(-c2ccc(F)cc2)cc(-c2ccccn2)[nH]c1=O,104,108,52,106,103,105,104,92,93
O=[N+]([O-])c1ccc(NN=C2CCCCCC2)c([N+](=O)[O-])c1,99,90,94,104,93,100,87,88,79
CN(C)c1ccc(N=Nc2ccc(Br)cn2)c(O)c1,16,60,13,15,19,4.0*,21,7.3*,14
CC(CCNC(=O)c1ccccc1)(CCNC(=O)c1ccccc1)[N+](=O)[O-],100,110,94,115,93,103,x,102,117
COc1ccc(-c2nn(-c3cccc(Cl)c3)cc2-c2c(C#N)c(N)nc3c2-c2ccccc2C3=O)cc1,101,107,106,126,99,109,100,109,107
Cc1oc(-c2ccccc2)nc1CNCCc1ccccc1,96,99,81,110,81,105,102,66,85
CCOC(=O)c1ccc(NC(=O)Nc2nccs2)cc1,8.2*,26,-6.7*,-49*,19,-44*,41,20,-44*

# Main list, from the first entry:
SMILES,OVCAR-8,OVCAR-5,NCI/ADR-RES,OVCAR-3,NCI-H23,NCI-H460,NCI-H322M,NCI-H226,NCI-H522
CCOc1ccccc1[C@H]1C(C(=O)c2ccc(Cl)cc2)C2(N[C@@H]1c1ccccc1)C(=O)Nc1ccc(Cl)cc12 (some centres undefined),45,46,13,27,21,17,49,20,34
N#C/C(=C\n1ccc(=O)[nH]c1=S)C(=O)c1ccc2ccccc2c1,103,92,102,97,89,105,94,100,93
CCN(CC)CCOc1ccc(Nc2ncc3cc(-c4ccc(O)cc4)c(=O)n(C)c3n2)cc1,56,58,84,71,70,79,48,44,27
Cc1ccc(S(=O)(=O)NCC[C@@H]2C[C@H]2c2cc3ccccc3o2)cc1,99,122,95,102,89,104,104,105,84
CSc1nc2ncncc2[nH]1,104,94,106,109,101,110,102,93,101
COc1cc2c(c(OC)c1)C1c3cc(OC)ccc3NC(=O)N1CC2 (centres undefined),95,94,52,82,93,79,102,99,38
N#Cc1c(-c2ccc(F)cc2)cc(-c2ccccn2)[nH]c1=O,104,108,52,106,103,105,104,92,93
O=[N+]([O-])c1ccc(NN=C2CCCCCC2)c([N+](=O)[O-])c1,99,90,94,104,93,100,87,88,79
CN(C)c1ccc(N=Nc2ccc(Br)cn2)c(O)c1,16,60,13,15,19,4.0*,21,7.3*,14
CC(CCNC(=O)c1ccccc1)(CCNC(=O)c1ccccc1)[N+](=O)[O-],100,110,94,115,93,103,x,102,117
COc1ccc(-c2nn(-c3cccc(Cl)c3)cc2-c2c(C#N)c(N)nc3c2-c2ccccc2C3=O)cc1,101,107,106,126,99,109,100,109,107
Cc1oc(-c2ccccc2)nc1CNCCc1ccccc1,96,99,81,110,81,105,102,66,85
CCOC(=O)c1ccc(NC(=O)Nc2nccs2)cc1,8.2*,26,-6.7*,-49*,19,-44*,41,20,-44*
CC(C)c1ccc(-c2nc3ccccc3s2)cc1,98,145,140,93,111,99,114,122,107
O=C(O)c1cn(C2CC2)c2cc(N3CCN(C(=O)N(c4ccccc4)c4nc(-c5ccc(Br)cc5)cs4)CC3)c(F)cc2c1=O,92,101,101,76,85,80,79,97,78
CC(=O)N1N=C(c2ccc(Nc3nc(Nc4ccc(F)cc4)nc(Nc4ccc(Cl)cc4)n3)cc2)CC1c1ccc(Cl)cc1 (centres undefined),x,95,91,123,85,107,85,84,73
COC(=O)C(C)(C)C1Oc2cc(C)c(Cl)cc2C(=O)/C1=C\O (centres undefined),99,102,108,105,102,102,88,84,87
O=C1c2ccccc2C(=O)c2c1c(C(=O)C(F)(F)F)n1c2ccc2c3ccccc3ccc21,101,122,113,92,98,109,103,102,115
Cc1ccc(-c2[nH]c(=S)[nH]c(=O)c2C#N)s1,105,114,109,107,101,107,105,99,95
O=C(Nc1ccc(N2CCNCC2)cn1)c1[nH]ncc1Nc1ncnc2sc3c(c12)CCC3,-39*,21,43,-39*,11,-59*,64,x,36
COc1ccc(OC)c(C(=O)c2coc3ccc(OC)cc23)c1,101,95,93,110,100,97,118,92,87
CCCCn1c(=O)c(/C=C/C(=O)/C=C/c2ccc(O)c(OC)c2)cc2ccc(Cl)cc21,-4.0*,50,15,-26*,28,14,51,-18*,-4.4*
CC(=O)OC1CC(C)=C2C(=O)C=C(C)[C@@H]2[C@H]2OC(=O)[C@H](C)[C@H]12 (some centres undefined),100,96,93,111,91,102,97,97,89
COc1cc(OC)c2sc(-c3ccc(-n4cncc4-c4ccc(OC)c(OC)c4)cc3)nc2c1,71,80,56,44,66,23,92,67,50
C=CCc1ccc(OCCOCCCl)c(OC)c1,96,103,104,101,103,101,96,94,83

# (more compounds)
SMILES,OVCAR-8,OVCAR-5,NCI/ADR-RES,OVCAR-3,NCI-H23,NCI-H460,NCI-H322M,NCI-H226,NCI-H522
COc1cccc(C(=O)NNC(=O)c2cccc3ccccc23)c1,105,125,107,121,107,117,122,105,102
COc1cc2c(c(OC)c1OC)C(=O)CC(c1cccc(NC(=O)c3ccc(Br)cc3)c1)O2 (centres undefined),14,95,8.5*,46,51,57,72,49,9.3*
c1ccc(C2=NC3(CCCCC3)N=C2c2ccccc2)cc1,102,90,104,105,101,x,89,96,96
O=C1NC(=O)C(CCCCCl)N1 (centres undefined),106,87,97,104,97,110,94,102,82
CCCN(CCC)CCC#N,107,95,105,94,103,119,98,101,82
Cc1nssc1=S,98,95,97,x,91,109,85,100,83
Brc1ccc2[nH]cc(-c3nc(-c4ccsc4)cs3)c2c1,93,102,94,107,80,119,x,78,72
COc1ccc(CN2c3ccccc3Sc3ccccc32)cc1O,22,86,18,7.5*,37,10,33,71,-40*
O=C(/C=C/c1ccc(Cl)cc1)c1ccc(O)c(CN2CCN(c3cc4c(cc3F)c(=O)c(C(=O)O)cn4C3CC3)CC2)c1,27,78,66,74,52,71,73,67,45
COc1cccc(OC)c1Oc1c(-c2nc3ccccc3s2)c(C)nn1-c1ccccc1,72,74,65,90,74,79,66,80,68
C(=N/N=C(N/N=C/c1cccs1)N/N=C/c1cccs1)/c1cccs1,58,127,54,45,87,36,54,96,47
Brc1ccc2c(-c3cncn3CCc3ccc4c(c3)OCO4)c[nH]c2c1,89,88,85,92,80,94,93,74,x
CCCC(=O)OC/C=C(\C)CCC=C(C)C,101,106,101,108,106,112,106,103,86
CC(C)(C)n1cc(-c2ccnc(NCCCNS(=O)(=O)c3cccc4ccccc34)c2)c(-c2ccccc2)n1,78,96,69,81,67,50,85,86,76
COc1ccc(/C=N/NC(N)=S)cc1S(=O)(=O)O,103,89,101,110,103,112,118,107,97
O=c1oc2ccc(Br)cc2cc1C1=COc2ccccc2N=C1,111,111,99,105,97,105,105,98,83
CC(=O)Nc1ccc(C(=O)COc2cccc(/C=C3\CCc4ccccc4C3=O)c2)cc1,88,104,83,238,84,97,105,71,63
CC(=C(c1ccc(OCCCN(C)C)cc1)c1ccc(OCCCN(C)C)cc1)c1ccccc1,-73*,-98*,-98*,-94*,-98*,3.2*,-100*,-82*,-85*
CCOC(OCC)C(=O)N1CCCCC1,96,90,114,117,119,109,108,99,89
CC(=O)OCCC(OC(C)=O)c1ccccc1 (centres undefined),100,108,109,116,103,107,80,106,76
CC(=O)CC(C)(C)NC(=S)Nc1cccc2ccccc12,110,93,105,78,93,106,120,87,x
CCCCCCCCCCCCCCCC(=O)OC,101,99,105,109,101,104,99,95,99
Cc1cc(-c2ccccc2)n(/N=C(\N)C(Cl)(Cl)Cl)c(=S)n1,x,109,103,111,100,105,106,103,110
Cc1c[n+]([O-])ccc1Cl,98,103,105,115,103,115,107,97,106
Clc1ccc(C2=NN(c3ccccc3)C(c3cccc(Nc4ccnc5cc(Cl)ccc45)c3)C2)cc1 (centres undefined),90,93,60,85,87,86,89,80,x

# Later entries.
SMILES,OVCAR-8,OVCAR-5,NCI/ADR-RES,OVCAR-3,NCI-H23,NCI-H460,NCI-H322M,NCI-H226,NCI-H522
CCOc1ccc(C(=O)N2CCN(c3nc(-c4ccccc4)cc(=O)n3C)CC2)cc1,99,88,97,108,96,100,88,87,83
COc1ccc(C(=O)Nc2cccc(-c3cc(=O)c4ccccc4o3)c2)cc1,75,87,76,98,89,98,97,x,83
NS(=O)(=O)c1ccc(CCn2c(-c3ccc(Br)cc3)nc(-c3ccccc3)c2-c2ccccc2)cc1,113,111,104,x,98,107,103,98,98
CCN1C(=O)/C(=c2\sc3n(c2=O)NC2C(N=3)N(C)C(=O)N2C)c2ccccc21 (centres undefined),102,97,98,116,100,102,97,96,93
FC(F)Oc1ccc(C(Nc2cccc(C(F)(F)F)c2)c2nnnn2C2CCCCC2)cc1OCC1CC1 (centres undefined),97,93,91,81,100,73,95,76,72
Nc1nc(Cl)c(Cl)nc1C(=O)O,x,109,108,110,104,101,84,107,x
O=C1C2C(C(=O)N1CC[Se][Se]CCN1C(=O)C3C(C1=O)[C@H]1C=C[C@@H]3C1)[C@H]1C=C[C@@H]2C1 (some centres undefined),-81*,-15*,-11*,-58*,-9.3*,-15*,2.8*,-47*,x
CCOC(=O)C1CCCNC1 (centres undefined),89,105,113,112,103,106,105,97,x
CC(=O)N(C(C)=O)c1n[nH]c(Nc2ccccc2)c1C#N,109,104,113,99,110,113,106,109,124
CC(=O)c1sc2c(c1OC(=O)c1ccc(Cl)cc1Cl)c(=O)n(-c1ccccc1)c(=S)n2-c1ccccc1,x,-4.6*,7.6*,24,24,25,-37*,3.8*,-35*
CCN(CC)CC(CN(CC)CC)OC(=O)c1ccc(N)cc1,110,92,107,101,106,114,101,106,112
CC1(C)CC(=O)C2=C(C1)N(Cc1ccc(C(=O)O)cc1)C1=C(C(=O)CC(C)(C)C1)C2c1cccc([N+](=O)[O-])c1,110,110,98,117,x,113,100,118,91
N#CNc1ccccc1,92,94,98,x,95,114,106,93,78
c1ccc(N2CCN(c3nc(-c4cccc5ccccc45)nc4sc5c(c34)CCCCCC5)CC2)cc1,96,92,100,x,96,99,98,83,89
Cc1ccc2cccc(OC(=O)Nc3cc(Cl)c(Cl)cc3Cl)c2n1,84[100 µM],96[100 µM],89[100 µM],87[100 µM],86[100 µM],79[100 µM],93[100 µM],76[100 µM],73[100 µM]
CC(C)CNC(=O)c1ccccc1Cl,102,96,107,105,109,103,108,108,99
c1nc2c3c(n1)ncn3CCS2,100,94,112,111,101,99,107,92,x
O=C1OC(c2ccccc2)=N/C1=C\c1cccc([N+](=O)[O-])c1,104,104,109,111,106,112,98,105,99
CCCCN[C@H]1CC[C@@]2(C)[C@@H](CC[C@@]3(C)[C@H]2[C@H](O)C[C@H]2/C(=C(\CCC=C(C)C)C(=O)O)[C@@H](OC(C)=O)C[C@@]23C)[C@@H]1C,96,104,95,102,105,105,109,x,103
C[C@H]1O[C@H](O[C@H]2[C@H](O)[C@@H](O)[C@@H](O[C@H]3[C@H](O)[C@@H](O)C(O)O[C@@H]3CO)O[C@@H]2CO)[C@H](O)[C@@H](O)[C@@H]1N[C@H]1C=C(CO)[C@@H](O)[C@H](O)[C@H]1O (some centres undefined),97,97,103,114,96,111,105,106,117
CCCCCN(CCCCC)C(=O)CCl,104,113,103,106,96,104,98,105,110
CC(=O)CC(=O)SCCNC(C)=O,100,110,108,102,110,108,106,103,95
Cn1c(N)c(C(=O)CCc2ccccc2)c(=O)n(C)c1=O,105,101,107,111,102,104,106,x,102
C=CCn1c(C)nc2ccc(Nc3nc(Sc4ccc(N)cc4)nc4ccccc34)cc21,64,118,98,106,101,104,102,109,90
Nc1nc(Nc2ccc(Cl)cc2O)nc(C(Cl)(Cl)Cl)n1,98,108,105,102,86,99,92,101,79

# Further compounds follow.
SMILES,OVCAR-8,OVCAR-5,NCI/ADR-RES,OVCAR-3,NCI-H23,NCI-H460,NCI-H322M,NCI-H226,NCI-H522
CCOC(=O)/C(C#N)=N/Nc1ccc(S(=O)(=O)N=C(N)N)cc1,102,98,99,x,100,106,97,97,100
Cc1ccccc1-n1c(C)nc2cc(N)ccc2c1=S,98,91,108,99,105,101,90,101,96
CC1[C@H]2[C@H](C[C@H]3[C@@H]4CC=C5c6sc(Nc7ccc(F)cn7)nc6CC[C@]5(C)[C@H]4CC[C@@]32C)O[C@]12CC[C@@H](C)CO2 (some centres undefined),94,109,98,94,x,95,110,98,79
COc1cccc(/C=N\NC(=O)C(=O)N/N=C\c2cccc(OC)c2O)c1O,75,90,81,84,87,48,64,98,76
CNC(=O)c1cc(Oc2ccc3nc(NC(=O)NCCN4CCN(C)CC4)sc3c2)ccn1,110,106,106,107,107,104,98,90,95
O=C1Nc2ccc(F)cc2/C1=C\c1c(-c2ccccc2)nc2ccccn12,75,74,38,66,53,81,76,91,21
Nc1nc(-c2ccccc2)c(N=Nc2ccc([N+](=O)[O-])cc2Cl)s1,79,107,90,75,x,74,101,77,49
O=C(/C(=C/c1ccc(F)cc1)c1ccccc1)c1ccccc1,x,121,92,104,99,93,84,98,99
NC(=O)C[n+]1cccc2c3ccccc3ccc21,116,106,101,116,98,114,101,92,110
CCOC(=O)n1cc(-c2nonc2-c2cn(C)c3ncccc23)c2ccccc21,93,94,73,86,79,64,87,59,71
